FXIIa inh: human FXIIa protease inhibitors, primary screen, biochemical, single well | Coagulation factor XII (Homo sapiens), P00748 | purified human FXIIa, AMC substrate fluorescence, 2 h | inhibition, % at 10 µM | 33,000 tested, 0.2% active | AID 701, 2007; in the data active = inhibition above about 30%;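 note: 0% = enzyme with vehicle only and 100% = no enzyme blank; many of its hits are not listed in these tables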
FXIa single inh: human FXIa protease inhibitors, primary screen, biochemical, single compound per well. AID 687, 2007. Coagulation factor XI (Homo sapiens), P03951. purified human FXIa, fluorogenic AMC substrate cleavage. inhibition, % at 10 µM. 33,000 tested, 0.3% active;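 active = inhibition above 40% in the primary screen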;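 note: 0% = enzyme without compound and 100% = blank wells lacking enzyme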
Target sequence (P03951 19-387 limits assumed): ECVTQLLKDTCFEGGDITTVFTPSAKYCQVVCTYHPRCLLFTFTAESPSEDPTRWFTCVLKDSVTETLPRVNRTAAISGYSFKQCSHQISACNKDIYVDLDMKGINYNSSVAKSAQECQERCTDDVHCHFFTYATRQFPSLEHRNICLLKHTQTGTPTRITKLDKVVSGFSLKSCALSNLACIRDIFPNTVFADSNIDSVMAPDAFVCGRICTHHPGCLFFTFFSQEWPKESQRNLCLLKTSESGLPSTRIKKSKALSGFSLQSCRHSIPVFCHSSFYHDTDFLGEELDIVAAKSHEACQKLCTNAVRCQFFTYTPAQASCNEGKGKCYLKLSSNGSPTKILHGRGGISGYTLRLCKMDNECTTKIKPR
Target sequence (P03951 388-625 limits assumed): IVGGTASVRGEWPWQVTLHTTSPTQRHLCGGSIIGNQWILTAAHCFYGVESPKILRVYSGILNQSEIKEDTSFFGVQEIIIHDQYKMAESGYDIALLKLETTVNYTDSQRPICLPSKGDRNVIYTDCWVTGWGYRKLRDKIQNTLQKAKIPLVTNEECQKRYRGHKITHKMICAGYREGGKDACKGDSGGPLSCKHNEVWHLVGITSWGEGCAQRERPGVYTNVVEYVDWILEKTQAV
An asterisk follows results filed as active. This is a subset, so the mix of outcomes need not match the whole.

The first three entries (preview)
item | SMILES | FXIIa inh | FXIa single inh
1 | Cc1ccc(NC(=O)C2CC(=O)OC23CCOC(C)(C)C3)cc1 (stereo unspecified) | 4.5 | 10.6
2 | CN(C)C(=O)c1ccccc1-c1ccccc1 | 3.1 | -5.9
3 | CCOc1cc(C2CC(=O)NC3=C2C(=O)C(C(=O)OC)C(C)C3)cc(Br)c1O (stereo unspecified) | 1.1 | 1.8

The listing, from the first entry:
item | SMILES | FXIIa inh | FXIa single inh
1 | Cc1ccc(NC(=O)C2CC(=O)OC23CCOC(C)(C)C3)cc1 (stereo unspecified) | 4.5 | 10.6
2 | CN(C)C(=O)c1ccccc1-c1ccccc1 | 3.1 | -5.9
3 | CCOc1cc(C2CC(=O)NC3=C2C(=O)C(C(=O)OC)C(C)C3)cc(Br)c1O (stereo unspecified) | 1.1 | 1.8
4 | COc1cccc(CN(CC2CCCO2)S(=O)(=O)c2ccc(S(=O)(=O)N(C)C)cc2)c1 (stereo unspecified) | -2.8 | -2.8
5 | CCCc1cc(C(F)(F)F)c(C#N)c(=O)[nH]1 | -12.8 | -4.1
6 | CC(C)c1ccc2oc(-c3ccc(NC(=O)c4ncn[nH]4)cc3)nc2c1 | 2.7 | 8.8
7 | COc1ccc(/C=N/n2cnc3c([nH]c4ccc(Br)cc43)c2=O)cc1CN1CCOCC1 | 9.5 | -1.2
8 | CC(C)C(C(=O)Nc1nccs1)c1ccccc1 (stereo unspecified) | 9.8 | 19.5
9 | Brc1cnc(N2CCCCC2)nc1N1CCOCC1 | 2.3 | 2.8
10 | CCCCc1nnc(NC(=O)C(C)Sc2nc(N)cc(=O)[nH]2)s1 (stereo unspecified) | -12.1 | 13.3
11 | CCCCCOc1ccc(CSc2ncn[nH]2)cc1 | 5.4 | -2.6
12 | O=C(NC1CCCCC1)c1cccs1 | 5.5 | -0.3
13 | COc1ccc(-c2nc(CNS(=O)(=O)c3ccc(OC)c(OC)c3)cs2)cc1 | 4.1 | 3.1
14 | CCCN(CCO)Cc1ccc2ccccc2c1 | -10.9 | 22.2
15 | CCC/S(CC1CC1(Cl)Cl)=N\S(=O)(=O)c1ccc(C)cc1 (stereo unspecified) | 3.8 | -12.5
16 | CCCn1c(-c2cc(OC)c(OC)c(OC)c2)nc2nc3ccccc3nc21 | -3.5 | -1.5
17 | COc1ccc(COC(=O)NNC(=O)c2ccc(OC)cc2)cc1 | 4.7 | 9.3
18 | CCOC(=O)CCc1c(C)c(C#N)c2[nH]c3ccccc3n2c1=O | -23.8 | -4.2
19 | CCOC(=O)c1ccc(S(=O)(=O)Nc2ccccc2-c2nnn(CC)n2)cc1 | 3.8 | 0.5
20 | CC(=O)Nc1nnc(Cc2ccccc2)s1 | 5.1 | 0.6
21 | CC(C)n1nnnc1SCC(=O)N1CCN(C(=O)c2ccco2)CC1 | 4.3 | -8.2
22 | O=C(COc1ccc(-c2nnc(N3CCCCC3)c3ccccc23)cc1)N1CCCCC1 | 4.1 | -2.5
23 | COC(=O)c1sc2nc(N3CCCCC3)c3c(c2c1N)CC(C)(C)N(C)C3 | -1.4 | -8.1
24 | Cc1nnc(SCC(=O)NCC2CCCCC2)n(N)c1=O | 3.4 | -0.1
25 | NC(N)=NS(=O)(=O)c1ccc(N)cc1 | 6.1 | 10.7
26 | O=C(c1cc2c(s1)CCCC2)N1CCN(Cc2ccc3c(c2)OCO3)CC1 | 5.0 | -0.8
27 | CCOc1c(Cl)cc(/C=N/O)cc1OC | -22.5 | -2.8
28 | COc1ccc(N2CCN(C(=O)COc3ccc(Cl)cc3Cl)CC2)cc1 | 0.7 | -5.2
29 | Cc1cccc(CCNS(=O)(=O)c2ccc3c(c2)n(C)c(=O)c(=O)n3C)c1 | 4.4 | 2.1
30 | COc1cc2c(cc1OC)C1C/C(=N\O)C(CC(C)C)CN1CC2 (stereo unspecified) | 5.0 | -3.4
31 | CCCC(NS(=O)(=O)c1ccc(C)cc1)C(=O)O (stereo unspecified) | -11.1 | 19.1
32 | CN1CC(c2ccccn2)C2(SC(=S)N(Cc3ccccc3)C2=O)C12C(=O)Nc1ccccc12 (stereo unspecified) | 5.4 | 7.0
33 | CCOc1ccc(C(=O)N2CCCC2)cc1 | 2.1 | 4.4
34 | N#Cc1nc(-c2ccccc2)oc1NCc1ccco1 | 2.4 | 3.2
35 | O=C(c1cccc(COc2cccc3ccccc23)c1)N1CCCC1 | 1.4 | -3.4
36 | COc1ccc(C(=O)NCCCN2CCCC2=O)cc1 | -0.4 | -13.1
37 | O=C(NCCSc1c[nH]c2ccccc12)C1CC1 | -0.2 | 0.8
38 | CC(=O)Nc1cc(C(=O)N2CCCC2)ccc1S(=O)(=O)c1ccc(Cl)cc1 | 9.7 | 5.1
39 | CCOc1ccc(-c2nnn(CC(=O)NCc3ccco3)n2)cc1 | -9.8 | -0.9
40 | CC(C)Cn1c(=O)c(C(=O)Nc2ccncc2)c(O)c2ccccc21 | 4.2 | 0.8
41 | CCOc1ccc2c(c1)c(C(C)=O)c(C)n2-c1ccccc1 | 4.7 | -5.0
42 | CC(=O)OCc1nc2sc3c(c2c(=O)[nH]1)CCCC3 | -19.6 | -2.3
43 | Cc1ccc(CCNC(=O)CN(C)S(=O)(=O)c2ccc3c(c2)c(=O)n(C)c(=O)n3C)cc1 | 6.8 | -2.5
44 | CC(NC(=O)C1CCCCC1)C(=O)NC1=NCCS1 (stereo unspecified) | -11.9 | 13.7
45 | CNC(C)c1cc(OC)ccc1OC (stereo unspecified) | -10.8 | -15.4
46 | CC1(C)Cc2nc(N)c(=O)sc2C1 | -12.6 | -1.3
47 | O=C(CCCOc1ccc(Cl)cc1)N1CCCCC1 | 5.8 | -1.9
48 | CCOC(=O)C1CCN(C(=O)C23CC4CC(CC(C4)C2)C3)CC1 | 3.8 | 9.1
49 | Cc1ccc(CC2C(=O)N(CC(=O)O)C(=O)C2C)cc1 (stereo unspecified) | 7.3 | 0.8
50 | CC(C)Nc1nc(NC(C)C)nc(Oc2ccc(OCc3ccccc3)nn2)n1 | -4.2 | 21.4
51 | O=C(CN1CCN(Cc2ccccc2Cl)C1=O)NCc1ccco1 | 3.8 | 4.4
52 | Cn1c(N2CCN(C(=O)Nc3ccc(F)cc3)CC2)nc2ccccc21 | 7.8 | 6.3
53 | O=C(c1ccc(Br)s1)N1CCN(C/C=C/c2ccccc2)CC1 | 6.9 | -13.1
54 | c1cncc(C(c2nnnn2C2CCCCC2)N2CCN3CCCC3C2)c1 (stereo unspecified) | 2.5 | 0.6
55 | O=C(NCCc1ccc(Cl)cc1)C1CCN(S(=O)(=O)c2cccc3nonc23)CC1 | 2.7 | -9.8
56 | Cc1nn(-c2ccccc2)c(N2CCCC2)c1/C=N/O | 4.4 | 7.5
57 | CCOC(=O)CSc1nnc(CSc2nc3sc4c(c3c(=O)[nH]2)CCC4)n1-c1ccccc1 | 1.2 | 0.3
58 | Cc1cc(N2CCN(S(=O)(=O)c3ccc(C)c(C)c3)CC2)c2ccccc2n1 | -13.5 | 15.1
59 | Cc1ccc(NC(=O)N(Cc2cccnc2)Cc2ccco2)cc1C | 7.6 | 4.0
60 | CCOC(=O)CNC(=O)CSc1nc2cccnc2n1Cc1ccccc1 | 4.0 | 0.0

Part of the list above in order of SMILES length, smallest number first:
item | SMILES | FXIIa inh | FXIa single inh
42 | CC(=O)OCc1nc2sc3c(c2c(=O)[nH]1)CCCC3 | -19.6 | -2.3
49 | Cc1ccc(CC2C(=O)N(CC(=O)O)C(=O)C2C)cc1 (stereo unspecified) | 7.3 | 0.8
41 | CCOc1ccc2c(c1)c(C(C)=O)c(C)n2-c1ccccc1 | 4.7 | -5.0
48 | CCOC(=O)C1CCN(C(=O)C23CC4CC(CC(C4)C2)C3)CC1 | 3.8 | 9.1
57 | CCOC(=O)CSc1nnc(CSc2nc3sc4c(c3c(=O)[nH]2)CCC4)n1-c1ccccc1 | 1.2 | 0.3

Additional compounds follow:
item | SMILES | FXIIa inh | FXIa single inh
61 | CCCCCCOC(=O)CCc1c(C)nc(N)[nH]c1=O | -12.4 | 32.2
62 | Cc1cc(NC(=O)C2CC2)ncc1NC(=O)C12CC3CC(CC(C3)C1)C2 | 2.9 | 0.5
63 | CC(C)CCNC(=O)C1CC(=O)N(C2CCCC2)C1 (stereo unspecified) | 5.4 | -10.6
64 | CCOc1nc(NCCN2CCOCC2)nc(Nc2ccc(C)cc2)n1 | 2.9 | 5.8
65 | Cc1ccc(-c2csc(N3CCC(NS(=O)(=O)c4ccc5c(c4)OCCO5)CC3)n2)cc1 | -12.1 | 58.8*
66 | Cc1ccc(Cn2cc(SCC(=O)Nc3nccs3)c3ccccc32)cc1 | 5.5 | 7.4
67 | O=C(CSc1nnc(-c2cccs2)n1-c1ccccc1)N1CCc2ccccc21 | 2.2 | -2.5
68 | CCOCCCNC(=O)C(NC(=O)c1cnccn1)c1ccc(C)cc1 (stereo unspecified) | 1.8 | 5.5
69 | CCOC(=O)/C(=N\Nc1ccc(OC)cc1)c1csc(Nc2ccccc2)n1 | -9.9 | 17.9
70 | Cc1nc(Oc2ccccc2)c2oc3ccccc3c2n1 | 5.2 | -9.8
71 | Cc1ccc(N2CN=c3s/c(=C\c4cccnc4)c(=O)n3C2)cc1 | -17.4 | 2.3
72 | Cc1nc2ccccc2n1CC(O)COCC1CC=CCC1 (stereo unspecified) | 6.3 | 1.0
73 | CCOC(=O)C1CCN(S(=O)(=O)c2cccc(-c3cn4cc(C)ccc4n3)c2)CC1 | -1.9 | -6.8
74 | COCC(=O)Nc1cccc(C(F)(F)F)c1 | 0.3 | 3.5
75 | CCN(CC(=O)N1CCc2ccccc2C1)S(=O)(=O)c1ccc2ccccc2c1 | -15.7 | 19.8
76 | O=C(NCC(c1ccc(F)cc1)N1CCOCC1)c1ccc(Br)o1 (stereo unspecified) | 11.7 | 4.5
77 | CCOC(=O)c1sc2ncnc(NCc3ccco3)c2c1C | 1.1 | -9.0
78 | COc1ccc(CCNc2oc(COc3ccccc3)nc2C#N)cc1 | 3.9 | -4.3
79 | CSCCC(N=Cc1c(O)n(-c2ccc(F)cc2)c(=O)[nH]c1=O)C(=O)O (stereo unspecified) | 5.1 | 1.8
80 | O=Cc1ccc(O)c(O)c1 | 2.9 | 3.0
81 | CCOC(=O)CNc1c(-c2ccccc2)nc2ccc(Cl)cn12 | -5.2 | -6.9
82 | CC1=C(C#N)C(Nc2cc(C)ccn2)(C(F)(F)F)C(=O)N1 (stereo unspecified) | 6.8 | -4.3
83 | Cc1cc(Oc2nnnn2-c2ccccc2)ccc1Cl | 4.1 | 2.9
84 | Nc1nc(SCc2ccccc2Cl)n[nH]1 | 2.4 | -1.4
85 | O=C(/C=C(\c1ccc(Cl)cc1)n1cncn1)c1ccc(Cl)cc1 | 6.5 | -2.2
86 | O=C(Nc1ccon1)c1cc2c(s1)CCCC2 | 5.7 | 1.6
87 | CC(C)C(CCNC(=O)CN1C(=O)c2ccccc2C1=O)c1ccco1 (stereo unspecified) | 6.9 | 2.1
88 | O=C(Cc1ccc(F)cc1)c1ccc(O)cc1O | 5.0 | -3.3
89 | CC(C)(C)OC(=O)N1CCN(c2ccc(NC(=O)Cn3nnc(-c4ccccc4)n3)cc2)CC1 | 4.2 | 4.0
90 | COc1ccc(OC)c(CNn2c(-c3cccc(C)c3)nc3ccccc3c2=O)c1 | 7.0 | -3.0
91 | CCOC(=O)c1cnc(SCC(=O)Nc2ccc3c(c2)OCCO3)nc1N | -12.3 | 1.6
92 | Cc1ccc(-c2ccccc2NC(=O)C2C3C=CC(C3)C2C(=O)O)o1 (stereo unspecified) | 1.5 | 5.7
93 | Cc1cc(OC(=O)N2CCCCC2)cc(C)c1Cl | 3.2 | -1.1
94 | C=CCN(CC=C)Cc1ccc(C(=O)OC)o1 | 8.7 | -6.0
95 | COCCNC(=O)C(c1cccs1)N(C(=O)Cn1nnc2ccccc21)c1ccc(OC)cc1 (stereo unspecified) | 21.4 | 3.0
96 | CC(C)N(C(=O)COC(=O)c1ccccc1C(=O)N1CCN(c2ccc(F)cc2)CC1)C(C)C | -17.4 | 0.5
97 | CCc1nc(N2CCN(c3nc(C)cc(C)n3)CC2)c2oc3ccccc3c2n1 | 21.2 | -4.8
98 | c1ccc([C@H]2CC3C[C@@H](c4ccccc4)N2O3)cc1 | -12.5 | 24.0
99 | N/C(=N\OC(=O)Cc1cccc2ccccc12)c1ccccn1 | 10.7 | 1.3
100 | O=C(/C=C/Nc1cccc([N+](=O)[O-])c1)c1cccs1 | 7.7 | -0.3
101 | COCCCn1c(SCc2nc3ccccc3c(=O)[nH]2)nc2ccccc2c1=O | -15.0 | 30.2
102 | CCN(CC(=O)NC(=O)NC1CCCCC1)Cc1nc2ccccc2c(=O)[nH]1 | 7.6 | -13.9
103 | CCOC(=O)N1CCN(C(=O)CN(Cc2ccc(Cl)cc2)S(=O)(=O)c2ccc(C)cc2)CC1 | 4.1 | -12.8
104 | Cn1c(N)c(C(=O)CCl)c(=O)n(C)c1=O | 2.6 | 13.5
105 | CC(C)c1ccc(C2NC(C(=O)O)CS2)cc1 (stereo unspecified) | 6.8 | -13.9
106 | Cc1nc(-c2cccc(NS(=O)(=O)c3ccccc3)c2)cs1 | 7.1 | 7.7
107 | CCCc1cc(-n2cnc3ccccc32)n2c(nc3ccccc32)c1C#N | 2.6 | 9.1
108 | CCN(N=Nc1cccc([N+](=O)[O-])c1)c1cccc([N+](=O)[O-])c1 | 6.6 | 2.2
109 | CCOC(=O)C1=C(CSc2nc(-c3ccncc3)ccc2C#N)OC(N)=C(C#N)C1c1ccc(OC)cc1 (stereo unspecified) | -0.2 | -2.2
110 | c1ccc(CN2CCN(c3nc(-c4ccccc4)nc4ccccc34)CC2)cc1 | 2.8 | 4.4
111 | CCOC(=O)/C(C#N)=C1/C=CN(c2ccccc2)C=N1 | 12.6 | 1.7
112 | CC1=CS(=O)(=O)CC1Sc1ncn[nH]1 (stereo unspecified) | 5.2 | 0.6
113 | COc1cc(OC)c(NC(=O)c2c(-c3ccccc3)noc2C)cc1Cl | 4.8 | -4.0
114 | CCC(=O)NCCc1nc2ccccc2n1Cc1ccccc1 | 3.1 | -0.8
115 | CC(C)CCNC(=O)C(c1cccnc1)N(Cc1ccccc1)C(=O)Cn1nnc2ccccc21 (stereo unspecified) | -0.1 | 0.2

Source: PubChem
